PMK inhibit – S. pneumoniae PMK inhibitors, primary screen, biochemical, mevalonate pathway, pilot trial included. phosphomevalonate kinase (Streptococcus pneumoniae D39). purified PMK, PK/LDH-coupled NADH absorbance 340 nm. inhibition, % at 10 µM. 65,000 tested, 0.49% active. AID 539, 2006;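 active means top-ranked compounds by inhibition in the single 10 µM screen, taking a fixed number of the strongest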;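 further: 0% = full reaction with DMSO carrier and 100% = background rate without enzyme reaction; no value below 0 was filed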
HT1080 cytotoxicity – cytotoxicity in HT1080 fibrosarcoma cells, cell-based, fluorescence readout (AID 620); HT1080 viability, fluorescence; higher % means a stronger effect; cytotoxicity, % at 10 µM; hits with a dose series show EC50 in µM; 87,000 tested, 0.42% active;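 further: cells exposed to compound overnight then 4 h with Alamar Blue; 0% = vehicle DMSO and 100% = killing control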
KRASV12 cytotoxicity – cytotoxicity in KRAS-transformed pancreatic duct cells, primary screen, cell-based, fluorescence, HTS (AID 431); 63,000 tested, 1.7% active; cytotoxicity, % at 10 µM, or EC50 in µM where a hit was titrated; HPDE-C7K KRASV12 cells, Alamar Blue viability, 48 h; higher % means a stronger effect;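 active means compounds whose percent cytotoxicity in the single-dose primary screen, scaled between solvent and toxic-drug controls, exceeds 50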;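 further: 0% = DMSO solvent wells and 100% = doxorubicin-treated wells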
MK inhibit – S. pneumoniae MK inhibitors, primary screen, biochemical, PK/LDH-coupled NADH absorbance; mevalonate kinase [Streptococcus pneumoniae D39]; purified MK, PK/LDH-coupled NADH absorbance 340 nm; AID 555, 2006; inhibition, % at 10 µM; 65,000 tested, 0.48% active;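 active means ranked among the strongest by inhibition in the single 10 µM screen, a fixed top-ranked set picked for dose follow-up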; further: no value below 0 was filed
Bfl-1 inhibitors – Bfl-1 inhibitors, primary screen, biochemical, fluorescence polarization, FITC-Bid, mouse (AID 432) | FITC-Bid BH3 peptide fluorescence polarization displacement; higher % means a stronger effect | one-dose displacement, % at 20 µM; IC50 in µM for titrated hits | 64,000 tested, 0.02% active | Bcl-2-related protein A1 (Mus musculus); in the data active means a potency from the dose series; inactive means the rest, 99 in 100 with displacement below about 15%; further: strong numbers were not always called active
TNAP inhibition – human TNAP enzyme inhibitors, biochemical, luminescent (AID 518); Alkaline phosphatase, tissue-nonspecific isozyme (Homo sapiens); 64,000 tested, 0.09% active; purified TNAP enzyme, luminescent substrate readout; higher % means a stronger effect; one-dose inhibition, % at 20 µM; IC50 in µM for titrated hits; in the data active means a potency from the dose series; inactive means the rest, 99 in 100 with inhibition below about 22%;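 further: plate controls were vehicle for no effect and reference inhibitor for full effect; many of its hits are not listed in these tables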
LYP phosphatase – LYP phosphatase inhibitors, primary screen, biochemical, DiFMUP fluorescence, recombinant catalytic domain, 10 µM (AID 606); Tyrosine-protein phosphatase non-receptor type 22 (Homo sapiens); recombinant LYP catalytic domain, DiFMUP fluorescence; higher % means a stronger effect; inhibition, % at 10 µM, or IC50 in µM where a hit was titrated; 52,000 tested, under 10 active;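 active means IC50 under 40 µM in the dose-response test; inactive means IC50 of 40 µM or more, or never dose-tested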
Spn DPM-DC inh – S. pneumoniae DPM-DC inhibitors, primary screen, biochemical, PK/LDH-coupled NADH fluorescence | purified DPM-DC | calls only at 10 µM | 65,000 tested, 0.49% active;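 active means the 320 compounds with the highest percent inhibition in the single-dose primary screen, excluding strongly autofluorescent ones, cut at about 32% in these data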;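 further: kinetic rate of NADH fluorescence loss reporting ADP formed by the decarboxylase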
HPDE-C7 viability – cytotoxicity in HPDE-C7 cells, cell-based, fluorescence, HTS (AID 430); HPDE-C7 pancreatic duct cells viability, fluorescence; higher % means a stronger effect; 63,000 tested, 1.8% active; one-dose cytotoxicity, % at 10 µM; EC50 in µM for titrated hits;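 further: cells exposed to compound for 48 hours before viability readout; 0% = vehicle and 100% = reference cytotoxic drug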
PMK inhibit pilot replicates – further read-out of PMK inhibit, marked with its call; inhibition, %; measured here: pilot screen replicates
MK inhibit pilot replicates – recorded beside MK inhibit, whose call it bears; inhibition, %; measured here: pilot screen replicates
Spn DPM-DC inh pilot screen % – further read-out of Spn DPM-DC inh, marked with its call; inhibition, %; measured here: pilot screen trials
Numbers without * were called inactive; i = inactive; · = no result given. Unless noted, no stated cut-off is given here; in the data, active means cytotoxicity above about 50%; inactive means the rest.

SMILES	PMK inhibit	HT1080 cytotoxicity	KRASV12 cytotoxicity	MK inhibit	Bfl-1 inhibitors	TNAP inhibition	LYP phosphatase	Spn DPM-DC inh	HPDE-C7 viability	others
Cc1ccc(CCC(=O)Nc2ccc(S(N)(=O)=O)cc2)o1	2	0%	-15%	6	5%	20%	11%	i	-16%	PMK inhibit pilot replicates=0.5;MK inhibit pilot replicates=5.0;Spn DPM-DC inh pilot screen %=3.0
CCn1c2ccccc2c2cc(NC(=O)CSc3nnc(C4CC4)n3Cc3ccco3)ccc21	15	-5%	49%	0	4%	9%	7%	i	42%	PMK inhibit pilot replicates=0.0;MK inhibit pilot replicates=5.5;Spn DPM-DC inh pilot screen %=1.5
Nc1nonc1C(=O)NC(c1ccccc1)c1ccccc1	0	4%	0%	0	0%	9%	14%	i	3%
COc1ccc(-c2nnc3ccc(SCC(=O)N4CCOCC4)nn23)cc1	14	0%	-7%	1	1%	6%	·	i	-2%
CCn1nc(C(=O)OCC(=O)c2ccc3c(c2)OCCO3)c2ccccc2c1=O	0	0%	-9%	7	-9%	8%	5%	i	-18%
COc1ccc(S(=O)(=O)Cc2ccc(C(=O)N3CCN(c4ccc(Cl)cc4)CC3)o2)cc1	0	1%	9%	7	-3%	0%	7%	i	6%
CCOC(=O)CNC(=O)C1(c2ccccc2)CCCC1	·	3%	-1%	·	-11%	-5%	·	·	2%
CN(C)c1nc(Oc2ccc(N)cc2)nc(N(C)C)n1	0	-3%	1%	8	-2%	9%	1%	i	-5%	PMK inhibit pilot replicates=1.0;MK inhibit pilot replicates=0.5;Spn DPM-DC inh pilot screen %=0.0
COc1ccc(NC2=NCC(=O)N2c2ccccc2F)c(OC)c1	10	-4%	-10%	0	-7%	5%	-8%	i	-24%
Cn1c(SCC(=O)N2CCc3ccccc3C2)nnc1-c1cccs1	4	9%	3%	16	-1%	8%	3%	i	-6%
COc1ccc(OCC(=O)N2CCOCC2)cc1	2	3%	12%	10	1%	3%	·	i	0%
CCCC(=O)Nc1ccc2oc(-c3ccncc3)nc2c1	10	-3%	-12%	16	-5%	12%	·	·	-5%
Cc1ccc(S(=O)(=O)NC(=O)NCc2ccc3c(c2)OCO3)cc1	3	-12%	-4%	8	4%	5%	-7%	i	-2%
O=C(COc1ccccc1)N(Cc1ccco1)c1ccc(O)cc1	2	8%	-5%	4	-4%	4%	10%	i	-5%
O=c1c[n+]([O-])c2ccccc2n1OCc1c(F)cccc1F	12*	12%	4%	8	9%	22%	-1%	i	2%	PMK inhibit pilot replicates=14*;MK inhibit pilot replicates=5.0;Spn DPM-DC inh pilot screen %=2.0
O=C(Nc1ccccc1C(F)(F)F)N1CCCCCC1	0	-1%	5%	11	1%	6%	-5%	i	1%
CC(NC(=O)Nc1ccccc1)c1ccccc1 (stereo unspecified)	4	·	-1%	8	-6%	6%	-29%	i	-9%
Cc1ccc(S(=O)(=O)CC(=O)N2CCCCCC2)cc1	0	-10%	12%	5	-2%	23%	6%	i	8%	PMK inhibit pilot replicates=2.5;MK inhibit pilot replicates=0.0;Spn DPM-DC inh pilot screen %=3.0
O=C(Nc1ccncc1)C1c2ccccc2Oc2ccccc21	11	9%	-14%	6	-8%	14%	-9%	i	-19%	PMK inhibit pilot replicates=2.5;MK inhibit pilot replicates=0.0;Spn DPM-DC inh pilot screen %=1.0
Nc1nc(SCc2ccc3c(c2)OCO3)n[nH]1	9	4%	9%	4	-5%	15%	3%	i	-6%
O=C(O)CCn1[nH]c(=O)ccc1=O	10	2%	-18%	4	0%	11%	9%	i	-32%	PMK inhibit pilot replicates=0.0;MK inhibit pilot replicates=0.0;Spn DPM-DC inh pilot screen %=1.5
CCN1CCN(c2nc3c(c(=O)n(C)c(=O)n3C)n2CCSc2nccc(C)n2)CC1	11	10%	·	11	-2%	4%	2%	i	·
O=C(CSc1nnc(CNc2ccccc2)o1)c1ccc2c(c1)OCCO2	15	-12%	2%	2	-1%	13%	0%	i	3%
CC1CCCCC1NC(=O)c1ccc2c(c1)[nH]c(=O)n2C1CCCC1 (stereo unspecified)	9	6%	-32%	0	-4%	5%	·	i	-22%
Cc1ccc(Nc2nc3nonc3[nH]c2=O)cc1	4	-12%	·	12	-5%	6%	-3%	i	·
CCCn1c(SCC(=O)N2CCCc3ccccc32)nnc1-c1ccccn1	5	8%	-11%	1	-4%	1%	-5%	i	-30%	PMK inhibit pilot replicates=2.5;MK inhibit pilot replicates=2.0;Spn DPM-DC inh pilot screen %=0.0
Cc1ccc(NC(=O)CSc2nnc(-c3ccccc3C)o2)cc1C	·	-7%	-12%	5	-14%	-8%	-3%	i	-16%
CCOc1ccc(C2c3c(oc4ccccc4c3=O)C(=O)N2c2ccccn2)cc1OC (stereo unspecified)	1	4%	12%	4	-11%	3%	-3%	i	2%
CCOC(=O)CSc1nnc(C)n1N	4	29%	-22%	12	-5%	1%	·	i	-31%
CCOC(=O)CSc1nc(N)c(C#N)c(CC(C)C)c1C#N	0	-12%	-4%	5	-5%	9%	·	i	-3%
Cc1cc(=O)oc2c(CN3CCC(C)CC3)c(O)c(Cl)cc12	7	3%	-11%	0	32%	6%	7%	·	1%
CCN(CCCNS(=O)(=O)c1ccc2c(c1)oc(=O)n2C)c1cccc(C)c1	18	-5%	9%	8	3%	17%	-1%	i	3%	PMK inhibit pilot replicates=6.5;MK inhibit pilot replicates=7.0;Spn DPM-DC inh pilot screen %=4.5
COc1ccc(CNc2oc(COc3ccccc3Cl)nc2C#N)cc1	0	1%	4%	0	12%	9%	10%	i	-5%	PMK inhibit pilot replicates=0.5;MK inhibit pilot replicates=0.0;Spn DPM-DC inh pilot screen %=0.0
Cc1ccccc1C(NC(N)=O)c1ccccc1 (stereo unspecified)	0	0%	-11%	9	4%	4%	4%	i	6%
O=C(O)c1cccc(COc2ccc(CO)cc2Cl)c1	0	-2%	4%	6	0%	7%	-9%	i	-6%
OC(COc1ccccc1)CSc1ncn[nH]1 (stereo unspecified)	3	-2%	-25%	6	-1%	10%	18%	i	-11%
C[N+]1(CCNC(=O)/C=N/O)CCCCC1	3	-4%	7%	12	-5%	12%	·	i	3%
Cc1ccc(CNC(=O)CS(=O)Cc2nc(-c3ccccc3C)oc2C)cc1 (stereo unspecified)	7	4%	-4%	5	-3%	5%	-2%	i	-8%
COc1ccc(NC(=O)CSc2ccccn2)cc1OC	13	6%	0%	6	1%	8%	-19%	i	-9%	PMK inhibit pilot replicates=0.0;MK inhibit pilot replicates=0.0;Spn DPM-DC inh pilot screen %=0.0
COc1ccccc1CN1C(=O)CCC1(C)C(=O)NC1CCCCCC1 (stereo unspecified)	14	-12%	-10%	0	-4%	2%	2%	i	-13%	PMK inhibit pilot replicates=3.0;MK inhibit pilot replicates=5.5;Spn DPM-DC inh pilot screen %=3.5
CCn1ncc(Br)c1C(=O)Nc1ccc(F)cc1F	2	3%	-9%	12	1%	1%	10%	i	-19%
c1ccc(-n2nnnc2Sc2n[nH]c(-c3ccncc3)n2)cc1	15	4%	-9%	8	-1%	3%	-9%	i	-1%
CCc1ccc2[nH]c(=O)c(C(c3nnnn3CC3CCCO3)N3CCCc4ccccc43)cc2c1 (stereo unspecified)	4	0%	49%	0	-2%	20%	13%	i	42%	PMK inhibit pilot replicates=1.0;MK inhibit pilot replicates=0.0;Spn DPM-DC inh pilot screen %=4.5
Cc1ccc(NS(=O)(=O)c2cccc(C(=O)OCC(=O)NCc3ccco3)c2)cc1	7	4%	35%	4	-5%	2%	3%	i	24%
CCSc1nnc(NC(=O)c2nn(C(C)C)c(=O)c3ccccc23)s1	16	-7%	7%	7	-9%	9%	-2%	i	0%	PMK inhibit pilot replicates=3.0;MK inhibit pilot replicates=4.0;Spn DPM-DC inh pilot screen %=6.5
Clc1ccc(-c2nnc(SCc3nc(-c4ccccc4)no3)o2)cc1	7	13%	6%	0	-6%	6%	-4%	i	2%
Cc1ccc(-c2nn(-c3ccccc3)cc2C2SCC(=O)N2Cc2ccccc2)o1 (stereo unspecified)	1	-3%	-4%	4	-3%	9%	14%	i	0%
CCOC(=O)c1ccc(N2C(=O)CC(Sc3nc(O)c(CC)c(=O)[nH]3)C2=O)cc1 (stereo unspecified)	5	-2%	3%	11	-5%	6%	4%	i	8%
O=C(N=c1nc2ccccn2s1)c1ccccc1	22	11%	-1%	0	11%	5%	2%	·	-10%
c1ccc(-c2nnc(CN3CCCc4ccccc43)o2)cc1	8	-6%	-3%	4	0%	2%	9%	i	1%
CCOC(=O)C1CCCc2c1[nH]c1c(C(=O)O)cccc21 (stereo unspecified)	0	9%	10%	6	-3%	6%	6%	i	10%
Cn1nnnc1SCCNCc1cccc2ccccc12	0	-17%	-3%	6	6%	13%	12%	i	9%
O=C1COc2ccccc2N1Cc1ccccc1Cl	7	-20%	1%	9	-4%	13%	-3%	i	2%
Cc1ccc(-n2c(SCC(=O)N3CCOCC3)nnc2-c2cccnc2)cc1C	14	0%	-11%	4	-12%	11%	·	i	-9%
CCCCn1c(SCC(=O)c2ccc3c(c2)OCCO3)nnc1-c1ccoc1C	12	-9%	-12%	12	-2%	14%	-9%	i	-5%
O=C(Nc1cc(C(F)(F)F)ccc1N1CCOCC1)c1n[nH]c(=O)c2ccccc12	13	0%	-6%	0	2%	-3%	15%	i	0%
CCCCNC(=O)Cn1c(-c2ccc(OC)cc2)noc1=O	12	1%	-12%	0	-8%	6%	15%	i	-12%
Cc1cc(C)c(NC(=O)CSc2nnc(Cc3cccn3C)n2-c2ccc(F)cc2)c(C)c1	11	1%	7%	3	-6%	2%	11%	i	2%
CCOc1ccc(C(C)(N)C(=O)O)cc1 (stereo unspecified)	2	6%	6%	8	-2%	2%	-4%	i	2%
Cc1cc(C)n(-c2nc(Nc3ccccc3)nc(-n3nc(C)cc3C)n2)n1	13	0%	10%	14	15%	6%	·	i	10%
O=C(CN(Cc1cccs1)C(=O)CN1C(=O)COc2ccccc21)NCc1ccco1	9	-1%	9%	4	-7%	4%	10%	i	9%
Cc1c(C(=O)OCC2CCCO2)[nH]c2c1C(=O)CC(c1ccco1)C2 (stereo unspecified)	17	53%*	53%*	3	4%	8%	-2%	i	62%*
COc1ccc2c(c1)c(C(O)CN1CCC3(CC1)OCCO3)c(C)n2C (stereo unspecified)	9	3%	10%	11	-7%	11%	·	i	9%

Compound activity (PubChem)
